M. tuberculosis: growth inhibition of non-replicating M. tuberculosis (AID 488890) | one-dose inhibition, % at 25 µM; IC50 in µM for titrated hits | hit rate 0.39% among 320,000 | Mycobacterium tuberculosis non-replicating, growth inhibition; higher % means a stronger effect; in the data active = a potency from the dose series; inconclusive = inhibition mostly from about 82% at the one dose, without a potency; inactive = the rest, 99 in 100 with inhibition below about 76%;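 also: plate controls were DMSO cells for no effect and high antibiotic wells for full effect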
influenza NS1A: H1N1 influenza NS1A inhibitors, functional cell based assay (AID 504329). one-dose inhibition, % at 12.5 µM; IC50 in µM for titrated hits. NS1A functional cell-based assay, percent inhibition; higher % means a stronger effect. hit rate 0.3% among 340,000; in the data active = a potency from the dose series; inconclusive = inhibition above about 27% without an active follow-up result; also: strong numbers were not always called active
M. tuberculosis HTS: M. tuberculosis growth inhibition, HTS (AID 449762); inhibition, % at 25 µM; hits with a dose series show IC50 in µM; hit rate 0.59% among 330,000; M. tuberculosis H37Rv growth inhibition, 7H9 media; higher % means a stronger effect; in the data active = a potency from the dose series; inconclusive = inhibition above about 70% without an active follow-up result;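 also: bacterial growth assessed after seven days of incubation; strong numbers were not always called active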
inhibitors of VEEV: inhibitors of VEEV TC-83 cytopathic effect, confirmation, Vero cells (AID 588727). Vero cells, VEEV TC-83 cytopathic effect inhibition; higher % means a stronger effect. inhibition, % at 20 µM; hits with a dose series show IC50 in µM. hit rate 0.13% among 350,000; in the data active = a potency from the dose series; inconclusive = inhibition mostly from about 14% at the one dose, without a potency; inactive = the rest, 99 in 100 with inhibition below about 12%; also: strong numbers were not always called active
Salmonella PhoP GFP: Inhibition of PhoP regulon, Salmonella typhi GFP reporter cells, confirmation, 4 h (AID 1850) | Salmonella Typhi PhoP-promoter GFP reporter, fluorescence, 4 h; higher % means a stronger effect | one-dose inhibition, % at 50 µM; IC50 in µM for titrated hits | hit rate 0.33% among 310,000; in the data active = a potency from the dose series; inconclusive = inhibition mostly from about 25% at the one dose, without a potency; inactive = the rest, 99 in 100 with inhibition below about 19%;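 also: 0% = induced wells with vehicle and 100% = uninduced wells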
inhibitors of VEEV 10K pilot screen: second read-out of inhibitors of VEEV, no call of its own (marks repeat the call); inhibition, %; measured here: 10K pilot screen inhibition
* marks the source's active call; other numbers are inactive results; i = inactive; ? = inconclusive; nt = not tested or not shown. The order is random (roughly 1.5% active in at least one column).

SMILES | M. tuberculosis | influenza NS1A | M. tuberculosis HTS | inhibitors of VEEV | Salmonella PhoP GFP | others
N#C/C(=C/c1ccc(N2CCCCC2)o1)C(=O)Nc1ccc2ccccc2c1 | nt | 7% | nt | 5.2% | -17% | inhibitors of VEEV 10K pilot screen=9.0
COc1cccc(N2CCN(S(=O)(=O)c3ccc(-c4cnc(C5CC5)o4)cc3)CC2)c1 | 2% | 4% | 3% | 3.6% | -15%
Cc1ccc(S(=O)(=O)N2C[C@@H]3[C@H]4CC[C@H](C4)[C@@H]3[C@@H](C)[C@H]2C#N)cc1 | nt | -23% | nt | i | nt
O=C(CC1C(=O)NCCN1Cc1ccccc1C(F)(F)F)NCCN1CCCCC1=O (stereo not given) | -4% | -8% | 5% | 0.5% | -6%
CCOC(=O)Cc1csc(NC(=O)CSc2nc(=O)[nH]c3c2CCC3)n1 | -6% | -5% | 15% | 0.8% | 4%
O=C(Nc1cccnc1)c1cccs1 | 0% | 3% | -1% | 9.6% | -6%
COC(=O)c1c(NC(=O)CN2CCN(c3ccccc3)CC2)c2c(C)cccc2n1C | 25% | 5% | 2% | 9.4% | -3%
CNc1nnc(Sc2ncccc2[N+](=O)[O-])s1 | 5.8µM* | 3% | ? | i | 2%
Cc1ccc2c(c1)S/C(=C\c1cccc[n+]1C)N2CCO | 7% | -6% | -5% | i | -11%
O=C(NNC(=O)c1cccc2ccccc12)c1ccc(-c2ccccc2)cc1 | -18% | -13% | -12% | 0.6% | -5%
Cc1ccc(CNC(=O)CCCC(=O)O)cc1 | -6% | -4% | 1% | 1.0% | 2%
CCn1cc(S(=O)(=O)N2CCc3ccccc3C2)cn1 | -3% | 1% | 1% | 5.9% | -2%
Cc1cccc(C)c1OCC(=O)Nc1cccc(NC(=O)c2ccco2)c1 | 25% | 5% | 6% | 8.8% | 1%
CSc1nsc(SCC(=O)Nc2ccccc2)n1 | ? | -5% | ? | 1.8% | 0%
COc1ccc(OC)c(NC(=O)COC(=O)CCC2CCCC2)c1 | 62% | -7% | 5% | 0.1% | nt

Reprinted from the part before: 4 entries; new compounds follow.
SMILES | M. tuberculosis | influenza NS1A | M. tuberculosis HTS | inhibitors of VEEV | Salmonella PhoP GFP | others
CCn1cc(S(=O)(=O)N2CCc3ccccc3C2)cn1 | -3% | 1% | 1% | 5.9% | -2%
Cc1cccc(C)c1OCC(=O)Nc1cccc(NC(=O)c2ccco2)c1 | 25% | 5% | 6% | 8.8% | 1%
CSc1nsc(SCC(=O)Nc2ccccc2)n1 | ? | -5% | ? | 1.8% | 0%
COc1ccc(OC)c(NC(=O)COC(=O)CCC2CCCC2)c1 | 62% | -7% | 5% | 0.1% | nt
CC1(C)CC2CC(C)(CN2C(=O)c2ccc([N+](=O)[O-])cc2)C1 (stereo not given) | -4% | -11% | -5% | 1.7% | -2%
CCN(C(=O)COC(=O)c1nn(-c2ccccc2)c(=O)c2ccccc12)C1CCS(=O)(=O)C1 (stereo not given) | -20% | -1% | 9% | i | -6%
CC(NC(=O)CN(C)S(=O)(=O)c1ccc2c(c1)c(=O)n(C)c(=O)n2C)c1ccccc1 (stereo not given) | -23% | 4% | 5% | 0.9% | -17%
Cc1cc(C(=O)Nc2ccc(N3CCOCC3)c(Cl)c2)c(C)o1 | 18% | 0% | 3% | 0.3% | -15%
Cc1ccc(Cl)cc1N1CCN(C(CC(C)C)c2nnnn2CC2CCCO2)CC1 (stereo not given) | 6% | 9% | 9% | 0.2% | -5%
CCCCNC(=O)CCn1ccc2cc(S(=O)(=O)N3CCCC3)ccc21 | 8% | -2% | 5% | i | 3%
Cn1cc([N+](=O)[O-])c(C(=O)Nc2ccc(-c3nc4ccccc4[nH]3)cc2)n1 | -21% | 3% | 11% | 5.9% | -5%
Oc1ccccc1/C=N/Nc1nc2ccccc2o1 | 0.19µM* | 12% | 3% | 8.5% | 12%
O=C(O)C1C2C=CC(C2)C1C(=O)OCc1ccccc1 (stereo not given) | 4% | 7% | -9% | 0.3% | 7%
COc1ccc2c(c1)C(=O)N(c1ccccc1OC)C(=O)C2(C)C | 2% | 13% | 4% | i | 5%
CCN1C(=O)c2ccccc2S(=O)(=O)c2ccc(C(=O)NCCCN(CC(C)C)CC(C)C)cc21 | 5% | -10% | -2% | i | -8%
CN(Cc1ccc2c(c1)OCCO2)C(=O)CN1C(=O)NC2(CCCCC2)C1=O | 14% | -12% | -1% | 3.9% | -5%
COc1ccccc1CNC(c1ccccc1)c1ccccc1 | 25% | -12% | -2% | 1.4% | 0%
O=C(N1CCOCC1)C12CC3CC(C1)CC(n1cnc(Cl)n1)(C3)C2 | -19% | 11% | -2% | i | -2%
COc1ccc(NC(=O)CN2CCN(C3c4ccccc4-c4ccccc43)CC2)c(OC)c1 | 44% | 12% | 36% | 6.1% | 0%
COc1ccc(Nc2nc(-c3cccnc3)cs2)c(OC)c1 | 30% | 19% | 7% | 10% | -1%
Cc1ccc(-c2nc(NCc3ccc(F)cc3)n(S(C)(=O)=O)n2)cc1 | 0% | -3% | 8% | 1.2% | 7%
NCCNc1ccc([N+](=O)[O-])c2cccnc12 | 4.9µM* | -1% | 3% | 2.0% | 8%
CC1(C)CC(=O)c2cc(OCC(=O)N3CCOCC3)ccc2O1 | 51% | -1% | 1% | 0.1% | 0%
CCCc1cc2c(c(NC(C)=O)n1)c(=O)oc1ccccc12 | nt | 4% | nt | 2.7% | nt
COc1cc2nc(C3CCC3)nc(N3CCN(c4ccccc4OC)CC3)c2cc1OC | 12% | 7% | ? | 2.9% | -3%
O=C1CC(c2cccc(Cl)c2)CC(O)=C1C=Nc1cccc(Cl)c1 (stereo not given) | 70% | -1% | 8% | 0.2% | -3%
Cc1nonc1NC(=O)CSc1nc2ccccc2[nH]1 | 55% | -9% | 7% | i | -7%
O=C(/C=C/c1ccccc1)Nc1cc(C(=O)O)cc(C(=O)O)c1 | -3% | -3% | -1% | 0.3% | -9%
Cn1nc(C(F)(F)F)c2cc(C(=O)Nc3ccc(F)cc3)sc21 | 65% | -5% | 6% | 3.1% | 5%
CCOC(=O)Cc1cc(=O)[nH]c(/N=C(\N)Nc2ccc(C)cc2C)n1 | 11% | 1% | 3% | 2.1% | 12%
COC(=O)c1cc2n(n1)CCCNC2=O | 2% | 4% | -2% | 0.4% | -2%
Cc1cc2c(c(=O)o1)C(C13C=CC(CC1)C3)C(C#N)=C(N)O2 (stereo not given) | -10% | -7% | -1% | 0.7% | -10%
COCCNC(=S)NN=C1CCCCCC1 | nt | 1% | nt | 0.8% | nt
CNC(=O)c1nc(C)n(-c2ccc(Cl)cc2Cl)n1 | -5% | -5% | -5% | 1.6% | 7%
CCc1nnc(SCC(=O)Nc2ccc(N3CCOCC3)cc2)n1C | -7% | -4% | 0% | 2.9% | 0%
CC(C)c1ccc(NC2=NCC(=O)N2Cc2cccs2)cc1 | 30% | 2% | 11% | 0.3% | -6%
CCCCN(C)/C=N/c1c(C#N)cnn1-c1ccc(C)cc1 | 54% | -17% | 3% | i | 12%
CC1(C)CC2(CCO1)N1CC3(C)CN2CC(C)(C1)C3O (stereo not given) | -12% | 21% | -6% | 0.3% | 6%
CCOc1ccc(NC(=O)c2ccc(N3CC4CC(C3)c3cccc(=O)n3C4)c(NC(=O)c3ccncc3)c2)cc1 (stereo not given) | 15% | 1% | 9% | 4.7% | 3%
COc1ccc(C(C)=O)cc1COC(=O)c1c(C)nn(-c2ccccc2)c1C | 28% | -1% | -6% | 4.0% | -9%
O=C(O)CCCNC(=O)c1ccc(NC(=O)Cc2ccc(Cl)cc2)cc1 | -8% | 4% | -4% | 2.6% | 1%
O=C1CC(c2ccco2)CC(O)=C1C=Nc1ccc(Br)cc1 (stereo not given) | 8% | 1% | 9% | 3.2% | 2%
CCOc1ccc(CCNC(=O)CCCn2nc(C)c3c(C)n(-c4ccccc4)nc3c2=O)cc1 | 3% | -1% | -1% | i | 2%
O=C(CC1SC(N2CCCC2)=NC1=O)Nc1ccc(C(=O)NCc2ccc(F)cc2)cc1 (stereo not given) | nt | -1% | nt | 4.9% | nt
O=C(NCCCN1CCOCC1)C(=O)N/N=C/c1ccc2c(c1)OCO2 | -5% | -4% | 2% | 0.3% | -5%
CCc1noc(C)c1C(=O)N(CC)CC(=O)NCc1ccc(Cl)cc1 | 1% | -1% | 0% | i | nt
Cn1cnnc1SCC(=O)Nc1ccc(OC(F)F)cc1 | -3% | 0% | -4% | i | -5%
CC(C)CC1NC(=O)N(CC(=O)Nc2cc(S(=O)(=O)N3CCOCC3)ccc2Cl)C1=O (stereo not given) | 21% | -1% | 0% | 0.6% | nt
CCN(CC(=O)Nc1cc(Cl)ccc1C)C(=O)c1ccc2c(=O)n3c(nc2c1)CCC3 | 10% | 9% | -2% | 4.0% | -6%
COc1ccc(-c2nnn(CC(=O)NCc3ccccc3)n2)cc1OC | 4% | 2% | 6% | 0.9% | -15%
Cc1ccc(C(=O)NCCCNC(=O)COc2ccccc2Cl)cn1 | -8% | -9% | 3% | 4.7% | 14%
CCOC(=O)c1c(NC(=O)CN2C(=O)NC3(CCCC3)C2=O)sc(C)c1CC | 25% | 11% | 55% | 5.9% | -5%
NC(=O)CC(NC(=O)c1ccccc1)c1ccc(NCCc2ccc(Cl)cc2)c([N+](=O)[O-])c1 (stereo not given) | 2% | 14% | 1% | 1.6% | 12%
CCOc1ccc(-n2c(O)c(/C=C3\C=Nc4ccccc43)c(=O)[nH]c2=O)cc1 | 27% | 0% | 5% | 1.1% | -45%
COc1ccc2cc(-c3nc4ccccc4n3C)c(=O)oc2c1 | 11% | -9% | 4% | 1.2% | -9%
Cc1cc(NC(=O)c2cc(-c3ccccn3)nc3ccc(Br)cc23)no1 | 2% | 5% | -3% | 0.7% | -9%
CC(=O)N1CCc2cc(C(=O)CN3CCCCC3)ccc21 | 10% | -5% | -6% | 0.7% | -6%
COc1ccc(NC(=O)CCNS(=O)(=O)c2ccc(C)c(C)c2)cc1OC | -3% | -3% | -1% | 0.6% | 2%
NC(=O)CSc1nc(-c2ccccc2)c(-c2ccccc2)o1 | 8% | 9% | 7% | i | -6%
S=C(Nc1ccc(Cl)cc1)N1CCCC1 | 18% | -6% | -9% | 0.6% | 4%
COC(=O)C1=C(C)N(C(C)C)C(=O)C1(NC(=O)C1CCCCC1)C(F)(F)F (stereo not given) | nt | -2% | -5% | 1.5% | -7%
COc1ccc(Cl)cc1NC(=O)CN1CCC(NC(=O)C2CC2)CC1 | 4% | -8% | 0% | i | 11%
Cc1ccc(NC(=O)CCC(=O)NNC(=S)Nc2ccccc2)c(C)c1 | -4% | 2% | 8% | 1.3% | -16%
CCCn1c(N)c(C(=O)CSc2nnc(Cc3cccs3)n2C2CC2)c(=O)n(C)c1=O | 2% | -4% | -8% | 0.8% | nt
(listing goes on)
SMILES | M. tuberculosis | influenza NS1A | M. tuberculosis HTS | inhibitors of VEEV | Salmonella PhoP GFP | others
Cc1cc(C)n(CCC(=O)N=Nc2c(O)[nH]c3ccc(Br)cc23)n1 | 7% | 12% | 7% | 1.4% | -6%
CCOc1ccc(-c2nnn(CC(=O)Nc3cccc(OC)c3)n2)cc1OCC | -7% | 2% | -2% | 0.4% | -4%
CCn1cnc2c1c(=O)n(CC(=O)Nc1ccc3c(c1)OC(F)(F)O3)c(=O)n2Cc1ccccc1 | 20% | 6% | -2% | 6.4% | 16%
CC1CCCCN1CC(=O)c1ccc2cc[nH]c2c1 (stereo not given) | -5% | 6% | 4% | 2.1% | 0%
CCn1c(CNC(=O)C23CC4CC(CC(C4)C2)C3)nnc1SCC(=O)Nc1nnc(C)s1 | 5% | -5% | -8% | 1.5% | -2%
COc1nc(Cc2ccc(Cl)cc2)nc2ccccc12 | 74% | 5% | 5% | 0.2% | -8%
COc1ccc(C)cc1S(=O)(=O)Nc1cccc(C)c1 | 11% | 1% | -7% | 1.3% | -9%
COc1ccc(NC(=O)C2CCCN(c3nn4c(=O)cc(C)nc4s3)C2)c(OC)c1 (stereo not given) | -8% | -4% | 1% | 3.7% | -4%
CC(Oc1ccc(Cl)cc1Cl)C(=O)NCCCN1CCOCC1 (stereo not given) | -20% | 0% | -3% | 0.7% | 14%

Reprinted at random: 2 entries already listed
SMILES | M. tuberculosis | influenza NS1A | M. tuberculosis HTS | inhibitors of VEEV | Salmonella PhoP GFP | others
COc1ccc(NC(=O)C2CCCN(c3nn4c(=O)cc(C)nc4s3)C2)c(OC)c1 (stereo not given) | -8% | -4% | 1% | 3.7% | -4%
CCn1cnc2c1c(=O)n(CC(=O)Nc1ccc3c(c1)OC(F)(F)O3)c(=O)n2Cc1ccccc1 | 20% | 6% | -2% | 6.4% | 16%
